# Screening data as filed in PubChem BioAssay.
# NR3A LBD binder: binders of NR3A ligand-binding domain, primary screen, biophysical, differential scanning fluorimetry, uHTS; Tm shift relative to glycine control, % at 25 µM; actives 2.5% (n = 340,000); NR3A LBD differential scanning fluorimetry, Tm shift; 0% = protein alone, 100% = glycine-bound protein; Glutamate receptor ionotropic, NMDA 3A (GRIN3A) ligand-binding domain;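 active means melting temperature shift of at least 10% of the positive control shift, at one fixed dose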
# SENP8 block: human SENP8 protease inhibitors, primary screen, biochemical, fluorescence, Nedd8 protein substrate, uHTS; inhibition, % at 20 µM; actives 0.64% (n = 360,000); AID 602440, 2012; recombinant SENP8; Sentrin-specific protease 8 (Homo sapiens), Q96LD8; in the data active means inhibition mostly above about 40%, no sharp cut-off; inactive means mostly below about 27%
# Target sequence (Q96LD8 whole entry, looked up): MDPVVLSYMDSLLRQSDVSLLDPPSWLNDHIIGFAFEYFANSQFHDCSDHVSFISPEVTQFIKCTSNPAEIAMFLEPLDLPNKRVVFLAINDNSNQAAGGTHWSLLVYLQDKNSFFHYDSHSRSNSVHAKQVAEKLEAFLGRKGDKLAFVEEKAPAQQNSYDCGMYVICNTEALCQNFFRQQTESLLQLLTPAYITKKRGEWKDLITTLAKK
# PfGluPho inh: PfG6PD enzyme inhibitors, primary screen, biochemical, fluorescence intensity, uHTS; glucose-6-phosphate dehydrogenase-6-phosphogluconolactonase (Plasmodium falciparum 3D7); PfGluPho enzyme, NADPH resazurin-diaphorase fluorescence; inhibition, % at 20 µM; actives 0.78% (n = 350,000); AID 504690, 2011;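 active means inhibition reaching at least a set limit at 20 µM in the primary screen, cut at about 59% in these data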;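 further: 0% = DMSO wells with substrate and 100% = DMSO wells lacking glucose-6-phosphate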
# hIAP activ: human IAP activators, primary screen, biochemical, luminescence, uHTS | activation factor at 10 µM | AID 2524, 2010 | actives 0.16% (n = 330,000) | purified human IAP, CDP-Star luminescence, 30 min; hits give high values; 1 = vehicle-only enzyme, 0 = enzyme-free background | Intestinal-type alkaline phosphatase (Homo sapiens), P09923;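 active means activation factor of the enzyme at least 2-fold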; further: the source names both 10 and 20 µM as test concentration; values of inactives mirror those of a sister screen read the other way
# SENP6 block: SENP6 protease inhibitors, primary screen, biochemical, luminescence, uHTS. AID 2599, 2010. actives 1.8% (n = 330,000). inhibition, % at 10 µM. Sentrin-specific protease 6 (Homo sapiens), Q9GZR1. Recombinant SENP6 catalytic domain, aminoluciferin luminescence;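 active means inhibition above about 50% at the single tested dose, limit read from the data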;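 further: plate controls were DMSO wells with enzyme for no effect and DMSO wells lacking enzyme for full effect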
# Target sequence (Q9GZR1 628-1112 limits assumed): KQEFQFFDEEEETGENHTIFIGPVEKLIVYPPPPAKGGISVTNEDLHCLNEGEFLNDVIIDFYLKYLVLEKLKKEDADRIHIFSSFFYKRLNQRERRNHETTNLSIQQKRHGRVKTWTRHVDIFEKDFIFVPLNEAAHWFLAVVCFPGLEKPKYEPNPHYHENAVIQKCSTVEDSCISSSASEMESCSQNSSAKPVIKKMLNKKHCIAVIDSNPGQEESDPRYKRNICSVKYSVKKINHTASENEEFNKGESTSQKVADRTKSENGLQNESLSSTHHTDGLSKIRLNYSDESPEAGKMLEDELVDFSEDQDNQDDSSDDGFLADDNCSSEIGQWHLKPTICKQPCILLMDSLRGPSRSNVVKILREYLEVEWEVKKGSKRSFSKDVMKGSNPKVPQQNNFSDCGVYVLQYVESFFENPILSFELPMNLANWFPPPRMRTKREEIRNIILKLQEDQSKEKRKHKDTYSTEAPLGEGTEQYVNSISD
# MPTP inh: mitochondrial permeability transition pore inhibitors, primary screen, biochemical, isolated mouse mitochondria, absorbance | Ca2+ swelling absorbance, 30 min | inhibition, % at 10 µM | actives 1.4% (n = 360,000);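 active means inhibition of 50% or more, scaled per plate between neutral and stimulator controls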;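 further: 0% = DMSO wells given calcium and 100% = 1 mM EGTA wells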
# SENP1 FRET inh: human SENP1 catalytic domain inhibitors, primary screen, biochemical, FRET, uHTS; actives 0.21% (n = 360,000); inhibition, % at 10 µM; recombinant SENP1 catalytic domain, CyPet-SUMO1-YPet FRET cleavage; Sentrin-specific protease 1 (Homo sapiens), Q9P0U3; AID 624204, 2012;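 active means inhibition at least 30% at 10 µM, raw YFP signal under a set limit, fluorescence ratio 0.5 to 1.5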;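 further: 0% = enzyme with DMSO and 100% = no enzyme wells; some results filed as inactive read as strong as hits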
#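 material = recombinant human SENP1 catalytic domain, His6-tagged | quantity = 20 pM enzyme | reagent = 25 nM SUMO1 FRET substrate | compound dosing = 10 µM single point, 0.5% DMSO | timing = 50 min enzyme reaction, room temperature, light-protected | detection = FRET, CFP and YFP emission | control set = no-enzyme low, enzyme-DMSO high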
# ATG4B inhibitor: ATG4B protease inhibitors, primary screen, biochemical, fluorescence, uHTS; AID 504462, 2011; ATG4B cleavage of LC3-PLA2, NBD-HPC fluorescence, 1 h; inhibition, % at 8.33 µM; actives 0.51% (n = 340,000); Cysteine protease ATG4B (Homo sapiens), Q9Y4P1; in the data active means inhibition above about 40%
# Target sequence (Q9Y4P1 whole entry, looked up): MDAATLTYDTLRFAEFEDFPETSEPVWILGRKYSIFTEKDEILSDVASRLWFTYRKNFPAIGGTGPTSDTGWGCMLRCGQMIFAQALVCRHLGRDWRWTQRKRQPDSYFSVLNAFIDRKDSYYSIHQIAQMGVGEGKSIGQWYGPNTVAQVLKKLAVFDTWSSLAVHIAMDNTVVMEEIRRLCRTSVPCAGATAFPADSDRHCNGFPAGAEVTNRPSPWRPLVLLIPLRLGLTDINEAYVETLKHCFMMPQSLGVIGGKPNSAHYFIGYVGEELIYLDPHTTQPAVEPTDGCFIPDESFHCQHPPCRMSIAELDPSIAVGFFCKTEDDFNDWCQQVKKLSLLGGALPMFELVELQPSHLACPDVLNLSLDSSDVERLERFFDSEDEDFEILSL
# An asterisk follows results filed as active; . = no result given.
No.	smiles	PfGluPho inh	SENP6 block	SENP8 block	ATG4B inhibitor	NR3A LBD binder	MPTP inh	SENP1 FRET inh	hIAP activ
1	COc1ccc(S(=O)(=O)N2CC3C4C=CC(C4)C3C2)cc1 (configuration not stated)	-8.6	-5.9	10.6	-2.2	0.5	-0.4	2.2	1.09
2	CN(Cc1ccccc1)C(=O)c1ccccc1N(C)S(=O)(=O)c1ccccc1	-10.3	4.0	1.7	-7.8	-4.6	-1.3	-1.6	0.988
3	O=C1[C@H]2[C@@H](c3ccc(C(F)(F)F)cc3)N[C@]3(CCCN(Cc4ccc(F)cc4)C3=O)[C@H]2C(=O)N1Cc1ccccc1	35.6	.	11.0	.	.	-1.1	1.2	.
4	Cc1cccc(OC(=O)Nc2ccc(C(=O)O)c(O)c2)c1	-27.0	.	-25.7	.	.	-0.4	2.8	.
5	CCN(CC)C(=O)CSc1ncnc2sccc12	-14.9	-1.6	1.1	0.9	-4.7	-0.5	-5.2	0.855
6	CCOc1ccc2c(C)c(C)c(=O)oc2c1OCC	11.0	-7.7	-366.4	-1.1	-1.1	2.5	0.9	0.833
7	N#Cc1cccnc1N1CCN(C(=O)COCC(=O)O)CC1	-8.9	4.8	-325.3	9.6	-0.1	1.8	1.3	0.97
8	O=C(Nc1ccccc1Br)C1CCCN1S(=O)(=O)c1cccc2nsnc12 (configuration not stated)	4.4	-8.0	0.4	-3.8	1.3	-1.2	2.2	1.18
9	CC(=O)Nc1ccc(S(=O)(=O)NCC2CCC(C(=O)N3CCCCCC3)CC2)cc1 (configuration not stated)	-7.8	-16.2	23.1	-1.8	0.4	1.6	3.7	1.03
10	CC(=O)NC1=NC(=O)/C(=C/c2cc(C)n(-c3cccc(C(=O)O)c3)c2C)S1	1.4	-2.9	-67.0	10.0	-0.6	1.8	-21.1	0.915
11	CCC(c1nc2ccccc2c(=O)n1CCN1CCOCC1)N1C(=O)c2ccccc2C1=O (configuration not stated)	9.4	5.0	6.8	-4.1	-21.0	0.9	-0.5	1.05
12	Cc1ccccc1CN1CCC(Oc2ccc(C(=O)NCc3ccccn3)cc2)CC1	8.0	7.3	15.8	-5.4	-3.1	-1.2	-9.9	1.12
13	O=C(N/N=C/c1cc([N+](=O)[O-])ccc1O)Nc1ccccc1	-11.6	17.2	21.4	0.6	3.5	3.5	-3.2	0.984
14	O=C(C(=O)N1CCN(Cc2ccccc2)CC1)c1c[nH]c2ccccc12	11.5	-11.5	4.4	-11.8	2.6	1.0	3.6	0.854
15	Nc1c(N(CCC2=CCCCC2)C(=O)CCCOc2ccccc2)c(=O)[nH]c(=O)n1Cc1ccccc1	-4.0	-16.4	4.2	0.9	-1.1	-1.9	0.6	1.12
16	CN(C)c1ccc(-n2cccc2/C=C2/SC(=Nc3ccc(F)cc3)NC2=O)cc1	6.0	-4.7	10.9	6.4	-2.4	4.5	-20.0	1.33
17	COc1ccc(-n2c(O)c(C=Nc3ccccc3)c3ccccc3c2=O)cc1	-18.0	-3.1	-65.9	4.7	0.9	-0.4	-110.6	1.02
18	Cc1cc(C)c(S(=O)(=O)N2CCC(C(=O)NCc3ccncc3)CC2)c(C)c1	-1.1	-6.6	11.8	-2.8	-0.3	-0.6	-1.3	1.16
19	CC(Nc1n[nH]c(=O)[nH]c1=O)C(=O)N/N=C/c1cccs1 (configuration not stated)	-24.2	1.7	6.8	8.7	-1.4	-1.6	2.0	0.914
20	CCOC(=O)c1csc(NC(=O)c2cc(=O)c3ccccc3o2)n1	33.8	6.4	2.6	-1.2	1.9	-0.5	2.9	0.896
21	O=C(CCCc1ccccc1)Nc1ccc2c(c1)OCCO2	0.8	-15.4	-1.7	0.9	-0.8	-2.0	0.5	1.05
22	Nc1ccc(S(=O)(=O)c2ccc(Cl)cc2)cc1	8.7	-12.8	-1.1	-2.3	-0.7	-1.1	0.6	0.865
23	Cc1ccc(S(=O)(=O)NC(C(=O)Oc2ccc3c(C)c(Cl)c(=O)oc3c2)c2ccccc2)cc1 (configuration not stated)	7.0	-10.6	-297.4	10.0	-11.8	3.9	-27.2	1.14
24	CCc1cccc(NC2c3ccccc3C(=O)N2c2cccnc2)c1 (configuration not stated)	-2.5	-0.3	2.1	-3.3	3.8	-0.9	0.0	0.922
25	CCO[C@@H]1OC(C(=O)N2CCN(Cc3ccccc3)CC2)=C[C@H](C2CC2)[C@H]1CCCO	8.7	2.5	9.3	0.8	2.9	-0.1	0.9	0.967
26	CCNc1nc(OC)nc(SCC(=O)Nc2ccccc2)n1	4.1	-28.1	4.8	-0.8	1.7	1.5	0.0	0.848
27	O=C(NNC1CC(=O)N(c2ccc(Cl)cc2)C1=O)c1ccccc1Cl (configuration not stated)	-13.2	3.4	3.0	-1.6	0.3	-1.1	3.3	1.05
28	COC(=O)c1ccc2c(=O)[nH]c(COC(=O)c3cccc(S(=O)(=O)N4CCOCC4)c3)nc2c1	16.1	-6.8	-87.5	-1.6	-1.9	-0.2	-2.2	1.23
29	COc1ccc(N2N=NN(C(C)C)C2=C(Cl)c2nnnn2-c2ccc(OC)cc2)cc1	47.6	.	11.3	2.4	1.7	-1.5	1.3	.
30	COc1ccc(NC(=O)C(c2ccc(OC)cc2)N(Cc2ccco2)C(=O)CC2NC(=O)NC2=O)cc1 (configuration not stated)	-8.0	3.3	4.6	2.9	-0.5	0.4	1.1	0.912
31	O=C(NC(=S)N1CCN(c2nc(-c3ccccc3)cs2)CC1)c1cccnc1	-13.9	-29.3	4.6	2.6	-2.1	-0.4	-0.8	1.06
32	COCCn1c(SCC(=O)NCc2ccc(OC)c(OC)c2)nc2ccccc21	16.2	0.3	2.5	1.4	-2.8	-0.8	-1.4	1.02
33	CC(C)OCCCn1c(SC(C)C(=O)NCC2CCCO2)nc2cc(Cl)ccc2c1=O (configuration not stated)	-4.1	-7.5	13.6	-6.3	2.6	-1.1	-1.0	0.94
34	O=C(COC(=O)c1cc(=O)[nH]c2ccccc12)NCc1ccc(F)cc1	-9.8	3.3	-302.3	-3.4	-0.3	-2.0	7.7	0.945
35	COc1ccc(Br)cc1CNCCSc1nnnn1C	-0.7	6.6	-1.9	-9.2	-0.5	1.3	-1.5	0.731
36	O=C(c1cnc(Cl)c(Cl)c1)N1CCN(S(=O)(=O)c2ccc3ccccc3c2)CC1	5.1	-3.7	9.4	-17.4	0.3	-2.4	0.0	1.27
37	CCOC(=O)N1CCN(S(=O)(=O)c2ccc3c(c2)OCC(=O)N3)CC1	-7.6	11.4	16.0	-0.6	0.5	-1.0	1.5	1.17
38	O=C(C[n+]1ccccc1)N/N=C/c1ccc(Cl)c(Cl)c1	-9.2	0.7	19.0	1.5	0.9	-0.3	3.9	1.06
39	CCCCOc1ccc(Cl)cc1CSc1nnc(C)n1N	-4.9	-8.7	-3.1	4.3	-2.8	-2.5	1.3	0.885
40	O=C(O)c1cc(S(=O)(=O)N2CCN(S(=O)(=O)c3ccc4ccccc4c3)CC2)ccc1Br	-33.4	11.2	17.3	-30.4	0.3	1.3	0.0	1.05

# Part of the list above, with each value named:
37: CCOC(=O)N1CCN(S(=O)(=O)c2ccc3c(c2)OCC(=O)N3)CC1
  PfGluPho inh = -7.6
  SENP6 block = 11.4
  SENP8 block = 16.0
  ATG4B inhibitor = -0.6
  NR3A LBD binder = 0.5
  MPTP inh = -1.0
  SENP1 FRET inh = 1.5
  hIAP activ = 1.17

38: O=C(C[n+]1ccccc1)N/N=C/c1ccc(Cl)c(Cl)c1
  PfGluPho inh = -9.2
  SENP6 block = 0.7
  SENP8 block = 19.0
  ATG4B inhibitor = 1.5
  NR3A LBD binder = 0.9
  MPTP inh = -0.3
  SENP1 FRET inh = 3.9
  hIAP activ = 1.06

39: CCCCOc1ccc(Cl)cc1CSc1nnc(C)n1N
  PfGluPho inh = -4.9
  SENP6 block = -8.7
  SENP8 block = -3.1
  ATG4B inhibitor = 4.3
  NR3A LBD binder = -2.8
  MPTP inh = -2.5
  SENP1 FRET inh = 1.3
  hIAP activ = 0.885

40: O=C(O)c1cc(S(=O)(=O)N2CCN(S(=O)(=O)c3ccc4ccccc4c3)CC2)ccc1Br
  PfGluPho inh = -33.4
  SENP6 block = 11.2
  SENP8 block = 17.3
  ATG4B inhibitor = -30.4
  NR3A LBD binder = 0.3
  MPTP inh = 1.3
  SENP1 FRET inh = 0.0
  hIAP activ = 1.05

# Going on with the list:
No.	smiles	PfGluPho inh	SENP6 block	SENP8 block	ATG4B inhibitor	NR3A LBD binder	MPTP inh	SENP1 FRET inh	hIAP activ
41	CC1(C)CC2CC(C)(CN2C(=O)COC(=O)c2ccccc2C(F)(F)F)C1 (configuration not stated)	5.2	-1.7	15.7	11.9	1.9	-1.0	-0.3	1.06
42	c1ccc(-n2nnnc2-n2cnc3ccccc32)cc1	-5.8	4.5	0.5	-5.0	-1.3	0.8	0.5	0.952
43	FC(F)(F)c1nnc2ccc(NCc3ccccc3)nn12	-3.2	2.9	-2.6	-0.2	-3.0	-0.1	0.0	0.964
44	Cc1cc(=O)[nH]c(SCCCOc2ccccc2Cl)n1	-17.7	-6.4	9.3	-1.1	0.1	2.4	0.6	0.966
45	CCC(c1nnc(SCC(=O)Nc2ccc(C(C)=O)cc2)n1C1CCCCC1)N(C)C (configuration not stated)	15.9	5.2	-200.1	-7.8	-1.9	2.1	2.0	1.05
46	CCOC(=O)c1c(S(=O)(=O)NCC2CCN(Cc3cccc(F)c3)CC2)c(C)n(C)c1C	14.8	-1.1	9.7	-1.9	0.0	-3.8	-2.2	1.28
47	CCc1c(C(=O)NN2C(=O)C3CCCCC3C2=O)csc1C (configuration not stated)	-8.0	-15.2	20.3	-7.1	7.4	-1.2	-0.4	0.887
48	COC(=O)C1C(c2ccccc2)C=CC(c2ccccc2)C1C(=O)O (configuration not stated)	-15.4	-6.2	14.2	-3.7	-0.1	1.0	-0.6	1.07
49	N#Cc1ccccc1COC(=O)c1ccc(Br)o1	-2.1	20.6	14.6	0.2	-0.1	-0.2	0.8	0.911
50	CCCCCCCCCCCCOC1OC(CO)C(O)C(O)C1NC(C)=O (configuration not stated)	13.2	-10.6	8.7	-0.4	-3.8	1.1	1.0	1.02
51	O=C(CCCSc1nc2ccccc2[nH]1)NC1=NCCS1	21.2	2.4	11.4	-4.4	1.7	4.4	0.6	1.2
52	CCSc1nnc(NC(=O)C2CCN(S(=O)(=O)c3cc(C(F)(F)F)ccc3Cl)CC2)s1	-4.7	2.4	6.6	-1.9	-7.1	3.1	-9.8	1.02
53	O=C(CC(=O)Nc1ccccc1C(F)(F)F)Nc1ccccc1C(F)(F)F	-16.3	11.2	17.0	4.6	0.9	0.7	1.3	0.999
54	COc1ccccc1N1CCN(S(=O)(=O)c2ccccc2F)CC1	-8.5	-0.5	18.0	13.2	-0.1	-0.9	3.9	0.894
55	CCOC(=O)C1=C(COC(=O)c2cccc(NC(C)=O)c2)NC(=O)NC1C (configuration not stated)	1.7	-13.3	-0.1	-3.1	0.5	-0.4	2.5	1.11
56	COc1ccc(N2CCN(C(=O)CSc3nc4c(c(=O)n(C)c(=O)n4C)n3C(C)C)CC2)cc1	26.2	-17.7	13.4	-7.2	-4.0	2.5	0.4	1.07
57	CC[C@@]1(C(=O)OC)N[C@H](CN(C)C(=O)c2ccc(F)cc2)[C@@H]2C(=O)N(C)C(=O)[C@@H]21	-3.9	-16.1	11.0	-1.6	-0.5	1.4	0.3	0.929
